PriA SSB inh – inhibitors of Klebsiella pneumoniae PriA binding to SSB C-terminal tail; AlphaScreen SSBct-PriA binding, biotinylated peptide; inhibition, % at 33 µM; hit rate 0.6% among 430,000; AID 1272365; in the data active means inhibition mostly above about 37%, no sharp cut-off; inactive means mostly below about 20%;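 further: plate controls were negative control peptide for no effect and reference peptide for full effect; strong numbers were not always called active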
Yp Topo-I inh – inhibitors of Yersinia pestis topoisomerase I | Y. pestis Topo-I cleavage product accumulation, plate reader | activity, % at 10 µM | hit rate 0.064% among 360,000 | AID 504884; in the data active means activity above about 50%, passing the limit was not always enough; further: inactives centre near 2
CCHF vOTU inh – blocks the CCHF virus ovarian tumor domain protease; CCHFV vOTU protease, Pep-AMC fluorescence; hit rate 0.55% among 370,000; inhibition, % at 11.5 µM; AID 651958; in the data active means inhibition above about 30%; further: 0% = vehicle wells with enzyme and 100% = no enzyme wells
BoNT A protease – blocks Botulinum neurotoxin A light chain protease; multiplex microsphere protease substrate cleavage, flow cytometry; inhibition, % at 10 µM; hit rate 0.17% among 360,000; AID 588499; further: plate controls were buffer without enzyme for full effect and enzyme alone for no effect
VHR inh abs – DUSP3 (human) phosphatase inhibition; P51452; recombinant VHR phosphatase, pNPP absorbance; hit rate 0.52% among 290,000; inhibition, % at 13.3 µM; in the data active means inhibition above about 50%; further: some compounds called inactive have numbers as strong as hits
Target sequence (P51452 whole entry, looked up): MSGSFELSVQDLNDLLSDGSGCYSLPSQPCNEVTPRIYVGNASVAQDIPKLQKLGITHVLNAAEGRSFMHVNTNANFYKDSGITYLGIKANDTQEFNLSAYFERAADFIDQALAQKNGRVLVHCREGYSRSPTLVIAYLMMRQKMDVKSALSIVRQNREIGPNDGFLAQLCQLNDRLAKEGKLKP
3CLpro inhibitor – SARS-CoV 3CLpro protease inhibition. P0C6X7. recombinant SARS-CoV 3CLpro, quenched FRET peptide cleavage. inhibition, % at 6 µM. hit rate 0.14% among 290,000; in the data active means inhibition above about 12%
TcdB inh – blocks C. difficile toxin B glycohydrolase activity; P18177; TcdB glycohydrolase enzymatic assay, plate reader; inhibition, % at 9.99 µM; hit rate 0.24% among 350,000; AID 652162; in the data active means inhibition above about 10%
BH1578 lux ind – quorum light induction in luxS cqsA deficient V. cholerae. hit rate 0.16% among 350,000. activation, % at 18.7 µM. V. cholerae BH1578 lux reporter, luminescence, 6 h; in the data active means activation mostly above about 9.7%, no sharp cut-off; further: not every result past the cut was called active; inactives centre near 0; reference of the scale not given here
Anthrax LF prot – anthrax lethal factor protease inhibition; P15917; multiplex microsphere protease cleavage assay, LF; inhibition, % at 10 µM; hit rate 0.12% among 360,000; further: plate controls were buffer without enzyme for full effect and enzyme alone for no effect
Target sequence (P15917 whole entry, looked up): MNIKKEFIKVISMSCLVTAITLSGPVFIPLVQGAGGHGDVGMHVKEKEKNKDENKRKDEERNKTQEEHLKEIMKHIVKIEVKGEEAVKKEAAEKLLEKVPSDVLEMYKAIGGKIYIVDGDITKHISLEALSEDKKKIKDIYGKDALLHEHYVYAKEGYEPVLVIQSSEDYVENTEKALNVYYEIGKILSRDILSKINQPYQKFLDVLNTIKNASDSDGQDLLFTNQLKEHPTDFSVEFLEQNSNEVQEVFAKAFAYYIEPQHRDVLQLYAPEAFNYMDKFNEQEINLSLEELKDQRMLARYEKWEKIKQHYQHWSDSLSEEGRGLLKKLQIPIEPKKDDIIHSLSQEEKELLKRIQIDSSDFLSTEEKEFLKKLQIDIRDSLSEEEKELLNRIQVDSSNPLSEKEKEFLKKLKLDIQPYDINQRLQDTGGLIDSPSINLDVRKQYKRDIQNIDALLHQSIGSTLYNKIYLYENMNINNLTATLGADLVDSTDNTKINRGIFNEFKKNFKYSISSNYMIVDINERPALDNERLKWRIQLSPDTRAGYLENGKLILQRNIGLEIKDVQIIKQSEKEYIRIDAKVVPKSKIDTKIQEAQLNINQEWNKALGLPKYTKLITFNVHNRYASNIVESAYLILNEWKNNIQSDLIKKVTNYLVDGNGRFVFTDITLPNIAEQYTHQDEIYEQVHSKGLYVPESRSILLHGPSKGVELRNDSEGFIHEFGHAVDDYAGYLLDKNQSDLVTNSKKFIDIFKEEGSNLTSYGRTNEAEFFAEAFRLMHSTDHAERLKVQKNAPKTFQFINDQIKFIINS
PfHsp40 yeast – compounds rescuing yeast from Plasmodium falciparum HSP40 toxicity | S. cerevisiae expressing PfHsp40, growth rescue, ATP luminescence | growth rescue, % at 12.5 µM | hit rate 0.68% among 340,000 | AID 504582; in the data active means growth rescue above about 28%, passing the limit was not always enough;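 further: yeast W303a lacking pdr1 and pdr3 grown in galactose medium; growth measured after three days at 30 °C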
* marks the source's active call; other numbers are inactive results; & = joins results of further samples. Unless noted, no stated cut-off is given here; in the data, active means inhibition above about 30%; inconclusive means no clear call, values can overlap the other calls; inactive means below that.

COc1ccc(N2C(=NC(=O)C3CCCO3)SC3CS(=O)(=O)CC32)cc1 (stereo unspecified) was read as PriA SSB inh -12.7, Yp Topo-I inh -0.9, CCHF vOTU inh 0.2, BoNT A protease 0.3, VHR inh abs 55.6*, 3CLpro inhibitor -1.7, TcdB inh 1.0, BH1578 lux ind -0.4, Anthrax LF prot 2.0 and PfHsp40 yeast -1.7.
CCn1c(=NC(=O)c2ccco2)sc2cccc(F)c21 was read as PriA SSB inh -12.9, Yp Topo-I inh 18.9, CCHF vOTU inh 18.1, BoNT A protease -0.2, VHR inh abs 10.8, 3CLpro inhibitor 5.5, TcdB inh 1.6, BH1578 lux ind -0.2, Anthrax LF prot -8.5 and PfHsp40 yeast -0.6.
For COc1ccc2c(c1)OC[C@H]1[C@H]2N2C(=O)CN(CCc3c[nH]c4ccccc34)C(=O)[C@@]2(C)[C@H]1c1ccccc1 the results were PriA SSB inh 6.0, Yp Topo-I inh -1.2, CCHF vOTU inh -2.5, BoNT A protease -0.2, TcdB inh -0.4, BH1578 lux ind -0.8, Anthrax LF prot -3.4 and PfHsp40 yeast 0.2.
COc1ccccc1CNC(=O)c1cc(-c2ccccc2)nn1CC1CC(c2cccc([N+](=O)[O-])c2)=NO1 (stereo unspecified) was read as PriA SSB inh 8.4, Yp Topo-I inh 1.8, CCHF vOTU inh -3.5, BoNT A protease 0.7, TcdB inh 0.8, BH1578 lux ind -1.4, Anthrax LF prot -0.9 and PfHsp40 yeast 0.3.
Cc1ccc(C(=O)Cn2c3[n+](c4ccccc42)CC(O)CS3)cc1 (stereo unspecified) was read as PriA SSB inh -0.5, Yp Topo-I inh -6.3, CCHF vOTU inh 0.1, BoNT A protease 0.1, VHR inh abs 18.5, 3CLpro inhibitor 0.3, TcdB inh 0.9, BH1578 lux ind -2.1, Anthrax LF prot 0.8 and PfHsp40 yeast -1.4.
For CNC1(c2nnnn2-c2ccccc2C)CCOC(C)(C)C1 (stereo unspecified) the results were PriA SSB inh -2.7, Yp Topo-I inh 2.3, CCHF vOTU inh -3.3, BoNT A protease -0.6, VHR inh abs 21.3, 3CLpro inhibitor -1.2, TcdB inh 1.1, BH1578 lux ind -0.4, Anthrax LF prot -2.2 and PfHsp40 yeast 0.6.
`Nc1c(C(O)(C(F)(F)F)C(F)(F)F)ccc2ccccc12` gave PriA SSB inh -2.5, Yp Topo-I inh -5.3, CCHF vOTU inh -6.6, BoNT A protease -4.1, VHR inh abs 20.6, 3CLpro inhibitor 6.1, TcdB inh 1.8, BH1578 lux ind 0.6, Anthrax LF prot -6.7 and PfHsp40 yeast 2.1.
For Cc1[nH]nc2c1C(c1ccc(F)cc1)C(C#N)=C(N)O2 (stereo unspecified) the results were PriA SSB inh -14.1, Yp Topo-I inh -7.8, CCHF vOTU inh -0.3, BoNT A protease 0.3, VHR inh abs -12.3, 3CLpro inhibitor -3.0, BH1578 lux ind -2.8, Anthrax LF prot -2.3 and PfHsp40 yeast 0.0.
CS(=O)(=O)NCCNc1ncc(C(F)(F)F)cc1Cl was read as PriA SSB inh -13.4, Yp Topo-I inh -7.7, CCHF vOTU inh -6.8, BoNT A protease 1.2, VHR inh abs 1.8, 3CLpro inhibitor -2.0, TcdB inh 2.0, BH1578 lux ind 0.7, Anthrax LF prot -1.8 and PfHsp40 yeast 0.1.
CCOC(=O)c1c(NC(=O)CN2C(=O)NC3(CCC(C)CC3)C2=O)sc(C)c1CC (stereo unspecified) was read as PriA SSB inh 1.8, Yp Topo-I inh -0.7, CCHF vOTU inh -8.0, BoNT A protease -0.8, TcdB inh 1.6, BH1578 lux ind -1.4, Anthrax LF prot -0.1 and PfHsp40 yeast -0.9.
`CCC(C)NC(=O)c1ccc(CSCc2ccccc2Cl)o1` (stereo unspecified) gave PriA SSB inh -2.4, Yp Topo-I inh 33.2, CCHF vOTU inh -12.7, BoNT A protease 1.5, VHR inh abs -7.6, 3CLpro inhibitor 0.6, TcdB inh 0.2, BH1578 lux ind -0.8, Anthrax LF prot -11.7 and PfHsp40 yeast -1.5.
Screening COc1ccc(S(=O)(=O)N(C)c2ccc(C(=O)NCC3CCCO3)cc2)cc1 (stereo unspecified) returned PriA SSB inh -8.2, Yp Topo-I inh -8.9, CCHF vOTU inh -16.5, BoNT A protease -0.5, VHR inh abs 7.2, 3CLpro inhibitor 0.5, BH1578 lux ind inactive, Anthrax LF prot 3.9 and PfHsp40 yeast -0.9.
For CCC(C)C(=O)Nc1nc2ccc(S(C)(=O)=O)cc2s1 (stereo unspecified) the results were PriA SSB inh 3.2, Yp Topo-I inh 2.9, CCHF vOTU inh -0.8, BoNT A protease 0.4, VHR inh abs -0.6, 3CLpro inhibitor 4.6, TcdB inh 0.5, BH1578 lux ind inactive, Anthrax LF prot -3.3 and PfHsp40 yeast -0.4.
Screening CC(C)C[C@@H](COCc1ccc([N+](=O)[O-])cc1)N1CCN(C(=O)c2ccc(C(F)(F)F)cc2)CCC1=O returned CCHF vOTU inh 10.9, BoNT A protease -0.2, TcdB inh 2.0 and Anthrax LF prot 0.7.
CCOC(=O)C1(Cc2ccccc2C(F)(F)F)CCN(C(=O)c2cc(C(C)=O)n[nH]2)CC1 was read as PriA SSB inh -1.3, Yp Topo-I inh 7.4, CCHF vOTU inh -1.5, BoNT A protease -0.9, VHR inh abs 21.7, 3CLpro inhibitor -0.3, TcdB inh 1.0, BH1578 lux ind -0.2, Anthrax LF prot -0.4 and PfHsp40 yeast 0.5.
CC(C)(C)NC(=S)N1CCn2cccc2C1c1cccnc1 (stereo unspecified) was read as PriA SSB inh -5.7, Yp Topo-I inh -6.3, CCHF vOTU inh -14.1, BoNT A protease 0.1, VHR inh abs 9.8, 3CLpro inhibitor 1.5, TcdB inh 0.3, BH1578 lux ind 0.7, Anthrax LF prot -3.3 and PfHsp40 yeast 1.0.
`CCOC1=C2CN(S(=O)(=O)c3ccc(C)cc3)[C@H](c3ccccc3)C[C@@H]2N(S(=O)(=O)c2ccccc2C)[C@H](c2ccccc2)C1` gave CCHF vOTU inh -6.2, BoNT A protease -0.9, TcdB inh 0.4 and Anthrax LF prot -2.6.
`COCCOC(=O)c1c(C)oc2ccc(OCC=C(C)C)cc12` gave PriA SSB inh -60.5, Yp Topo-I inh 29.2, CCHF vOTU inh -4.8, BoNT A protease 0.1, VHR inh abs 17.4, 3CLpro inhibitor -3.5, BH1578 lux ind -4.8, Anthrax LF prot 2.8 and PfHsp40 yeast 0.9.
Screening O=C(Cn1nc2n(c1=O)-c1ccccc1SC2)N/N=C/c1cccs1 returned PriA SSB inh inactive, Yp Topo-I inh 3.2, CCHF vOTU inh 7.3, BoNT A protease 2.8, VHR inh abs 6.2, 3CLpro inhibitor -0.5, TcdB inh -1.1, BH1578 lux ind -0.4, Anthrax LF prot 13.2 and PfHsp40 yeast 0.6.
Screening CCC(CC)c1nnc(NC(=O)Cc2cccs2)s1 returned PriA SSB inh -5.2, Yp Topo-I inh 7.8, CCHF vOTU inh -9.4, BoNT A protease 0.9, VHR inh abs 29.7, 3CLpro inhibitor -1.9, TcdB inh 1.4, BH1578 lux ind -0.6, Anthrax LF prot -1.5 and PfHsp40 yeast 0.7.
Screening C=C(C)CSc1nnc(-c2ccc(OC)c(OC)c2)n1N returned PriA SSB inh -3.5, Yp Topo-I inh 3.0, CCHF vOTU inh -2.2, BoNT A protease 2.8, VHR inh abs 18.2, 3CLpro inhibitor 0.3, BH1578 lux ind -1.7, Anthrax LF prot 3.0 and PfHsp40 yeast 0.3.
O=C(O)CNC(=O)c1ccccc1F was read as PriA SSB inh -1.0&-4.8, Yp Topo-I inh -0.7, CCHF vOTU inh -2.5, BoNT A protease -0.1, VHR inh abs 14.7, 3CLpro inhibitor -4.9, BH1578 lux ind -0.4, Anthrax LF prot 3.2 and PfHsp40 yeast -2.5.
NC(Cc1ccc(O)cc1)c1cn([C@@H](CCC(=O)O)C(=O)N2CCNCC2)nn1 (stereo partly specified) was read as PriA SSB inh -4.4, Yp Topo-I inh 4.5, CCHF vOTU inh -10.8, BoNT A protease 0.2, VHR inh abs 6.7, 3CLpro inhibitor 5.1, TcdB inh 1.8, BH1578 lux ind -0.8, Anthrax LF prot -2.6 and PfHsp40 yeast 7.7.
`CCOc1ccc(NS(=O)(=O)c2ccc(C)c(C(N)=O)c2)cc1` gave PriA SSB inh 0.9, Yp Topo-I inh 10.5, CCHF vOTU inh 0.5, BoNT A protease 0.2, VHR inh abs 10.6, 3CLpro inhibitor 3.8, TcdB inh 9.8, BH1578 lux ind inactive, Anthrax LF prot 1.1 and PfHsp40 yeast -1.3.
c1ccc(-c2noc(CN3CCOCC3)n2)cc1 was read as PriA SSB inh -12.3, Yp Topo-I inh -15.1, CCHF vOTU inh -3.8, BoNT A protease 0.1, VHR inh abs 15.1, 3CLpro inhibitor -1.9, TcdB inh -1.5, BH1578 lux ind -0.2, Anthrax LF prot -0.2 and PfHsp40 yeast -1.0.
Cc1ccc2c(c1)N(CCC(=O)N1CCC3(CC1)OCCO3)C(=O)CO2 was read as PriA SSB inh -8.1, Yp Topo-I inh -11.3, CCHF vOTU inh 2.4, BoNT A protease -0.3, VHR inh abs -25.4, 3CLpro inhibitor -5.3, BH1578 lux ind inactive, Anthrax LF prot -1.0 and PfHsp40 yeast 0.2.
Screening Cc1ccc(OCc2n[nH]c(=S)n2C2CCCCC2)cc1 returned PriA SSB inh -3.0, Yp Topo-I inh 1.3, CCHF vOTU inh 5.1, BoNT A protease -1.0, VHR inh abs -23.1, 3CLpro inhibitor -4.0, TcdB inh 0.4, BH1578 lux ind -14.6, Anthrax LF prot -0.4 and PfHsp40 yeast -0.1.
`CCOC(=O)C1CCCN(C(=O)CN2C(=O)/C(=C/c3ccc(OC)cc3)Oc3ccccc32)C1` (stereo unspecified) gave PriA SSB inh -44.2, Yp Topo-I inh 10.0, CCHF vOTU inh -15.0, BoNT A protease 0.5, VHR inh abs 4.7, 3CLpro inhibitor -2.8, TcdB inh 0.8, BH1578 lux ind -0.2, Anthrax LF prot -2.0 and PfHsp40 yeast 1.7.
`Cc1cc(NC(=O)COC(=O)c2c(C)nn(Cc3ccccc3)c2C)no1` gave PriA SSB inh -17.8, Yp Topo-I inh -4.0, CCHF vOTU inh -6.5, BoNT A protease -0.4, VHR inh abs 15.8, 3CLpro inhibitor -0.9, BH1578 lux ind 0.1, Anthrax LF prot 0.3 and PfHsp40 yeast -1.6.
Cc1nnc(NC(=O)CSC2=NN3CCCC(=O)N=C3S2)s1 was read as PriA SSB inh -12.9, Yp Topo-I inh -2.6, CCHF vOTU inh 11.1, BoNT A protease 0.3, VHR inh abs 17.6, 3CLpro inhibitor 2.6, TcdB inh -2.6, BH1578 lux ind 2.0, Anthrax LF prot 3.5 and PfHsp40 yeast 0.4.
`Brc1ccc2c(c1)[C@H]1OCC[C@H]1[C@@H](c1cccs1)N2` gave PriA SSB inh -20.9, Yp Topo-I inh -5.1, CCHF vOTU inh -12.2, BoNT A protease -10.6, VHR inh abs 32.9, 3CLpro inhibitor 2.5, TcdB inh 1.7, BH1578 lux ind -1.0, Anthrax LF prot -9.7 and PfHsp40 yeast 0.6.
`COCC(=O)N1CCC(Oc2ccc(C(=O)NC3Cc4ccccc4C3)cc2)CC1` gave PriA SSB inh -2.2, Yp Topo-I inh -1.7, CCHF vOTU inh -5.3, BoNT A protease 3.0, VHR inh abs 3.6, 3CLpro inhibitor 6.1, TcdB inh -1.5, BH1578 lux ind -7.7, Anthrax LF prot -3.3 and PfHsp40 yeast 0.1.

Some of the compounds tested. The share of hits here may be higher or lower than overall.
